Screening data: PubChem BioAssay, several laboratories
DNMT1 inh: inhibitors of human DNMT1; inhibition (reported as % activation of signal), % at 10 µM; 360,000 tested, 0.83% active; DNMT1 molecular beacon, Hinp1I cleavage, fluorescence; in the data active = inhibition above about 50%
NadD inh: blocks S. aureus nicotinate mononucleotide adenylyltransferase; purified NadD enzyme, colorimetric absorbance read-out; inhibition, % at 20 µM; 360,000 tested, 0.78% active; in the data active = inhibition above about 26%; also: some compounds past the cut are filed as inactive
LMPTP block: LMPTP (human) inhibition. recombinant LMPTP-A, OMFP fluorogenic substrate, fluorescence intensity. inhibition, % at 20 µM. 360,000 tested, 0.22% active;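 active = compounds that cut the enzyme signal by at least half of the control window in the single-dose screen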;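 also: plate controls were DMSO wells with enzyme plus substrate for no effect and substrate without enzyme for full effect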
Target sequence (P24666 whole entry, looked up): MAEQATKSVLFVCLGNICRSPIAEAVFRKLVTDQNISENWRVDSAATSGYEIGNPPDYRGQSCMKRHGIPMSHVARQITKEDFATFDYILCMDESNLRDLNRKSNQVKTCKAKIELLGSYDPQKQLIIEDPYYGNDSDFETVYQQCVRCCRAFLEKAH
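Test system – LMPTP-A phosphatase enzyme · Quantity – 0.625 nM LMPTP-A final · Reagent – OMFP substrate, 400 µM final · Dosing – one test concentration per compound, 20 µM, with 3% DMSO overall · Timing – 50 min enzyme reaction at room temperature, protected from light · Detection – fluorescence intensity · Controls – substrate-only low control, DMSO enzyme-plus-substrate high control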
Neddyl block: inhibitors of human cullin neddylation; calls only at 25 µM; TR-FRET cullin neddylation, biochemical; P61081+Q13564; 360,000 tested, 0.58% active; AID 651699; in the data active = inhibition above about 36%
Target sequence (P61081 whole entry, looked up): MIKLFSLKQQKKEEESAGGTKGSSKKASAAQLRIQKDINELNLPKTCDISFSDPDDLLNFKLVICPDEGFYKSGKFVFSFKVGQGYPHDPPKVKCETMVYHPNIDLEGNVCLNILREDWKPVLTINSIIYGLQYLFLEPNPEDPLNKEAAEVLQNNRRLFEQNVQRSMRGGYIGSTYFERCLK
Target sequence (Q13564 whole entry, looked up): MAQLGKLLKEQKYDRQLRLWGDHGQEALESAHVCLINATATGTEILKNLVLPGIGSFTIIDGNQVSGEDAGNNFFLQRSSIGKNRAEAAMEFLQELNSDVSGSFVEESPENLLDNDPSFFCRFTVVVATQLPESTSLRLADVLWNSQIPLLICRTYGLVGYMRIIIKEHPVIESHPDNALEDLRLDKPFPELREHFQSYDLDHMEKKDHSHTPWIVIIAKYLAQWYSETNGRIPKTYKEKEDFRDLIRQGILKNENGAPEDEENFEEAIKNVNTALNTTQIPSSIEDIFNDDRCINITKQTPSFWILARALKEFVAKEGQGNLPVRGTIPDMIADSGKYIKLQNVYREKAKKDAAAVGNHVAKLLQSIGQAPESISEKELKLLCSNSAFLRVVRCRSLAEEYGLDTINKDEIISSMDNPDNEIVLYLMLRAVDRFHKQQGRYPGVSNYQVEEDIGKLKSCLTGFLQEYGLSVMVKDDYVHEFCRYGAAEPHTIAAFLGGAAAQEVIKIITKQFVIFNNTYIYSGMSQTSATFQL
Scp1 inh: inhibitors of human Scp-1 phosphatase; Q9GZU7; Recombinant Scp1, phosphopeptide, malachite green phosphate absorbance; inhibition, % at 20 µM; 340,000 tested, 0.88% active;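 active = inhibition above about 50% at 20 µM, limit read from the data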;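 also: plate controls were DMSO wells with enzyme for no effect and wells lacking enzyme for full effect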
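Test system: SCP-1 phosphatase catalytic domain, residues 76-261 | Compound dosing: One concentration, 20 µM, with 1.0% DMSO | Schedule: 45 min room-temperature reaction, 5 min colour, 30 min stabiliser | Detection: Absorbance at 630 nm | Read-out basis: % inhibition of SCP-1 phosphate liberation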
CendR NRP1 mod: alters CendR peptide binding to human NRP-1 | 360,000 tested, 0.85% active | O14786 | inhibition, % at 25 µM | FAM-RPARPAR peptide binding to NRP-1, fluorescence polarization;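 active = inhibition or corrected inhibition above about 18%, plus a signal ratio from 0.5 to 1.5, limit read from the data, passing the limit was not always enough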; also: strong numbers were not always called active
TbMetRS inhib: Trypanosoma brucei MetRS inhibition; purified T. brucei MetRS, ATP depletion, Kinase-Glo luminescence; inhibition, % at 11.9 µM; 360,000 tested, 0.4% active;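 active = inhibition above a per-plate cutoff of the control wells' mean inhibition plus 3 SD, cut at about 5.5% in these data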;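 also: 0% = DMSO wells median and 100% = median of wells with control inhibitor compound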
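System: purified T. brucei MetRS enzyme / Detection: Kinase-Glo luciferase luminescence reporting remaining unconsumed ATP / Medium: HEPES buffer with MgCl2, KCl, DTT, spermine, BSA, pyrophosphatase / Replication: singlicate, one well per compound / Evaluation: percent inhibition relative to median high and low control wells / Schedule: 2 h aminoacylation at 25 °C after 15 min preincubation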
STEP block: inhibitors of human striatal-enriched phosphatase STEP; P54829; recombinant STEP, OMFP fluorogenic substrate, fluorescence; AID 588621; inhibition, % at 20 µM; 360,000 tested, 0.25% active;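 active = inhibition at 20 µM, scaled per plate between control wells, above about 37%, limit read from the data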;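 also: 0% = DMSO with enzyme and substrate and 100% = substrate only without enzyme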
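Assay system: isolated STEP enzyme. Buffer or medium: pH 6.0 Bis-Tris with DTT and Tween 20. Also added: fluorogenic phosphatase substrate OMFP at 25 µM final. Dosing: 20 µM, 1% DMSO. Timing: 20 min reaction, room temperature, in the dark. Measured by: fluorescence intensity, excitation 480 nm, emission 540 nm. Evaluation: normalized % inhibition.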
SUMO1-SIM PPI: alters human SUMO1 binding to SIM partners | SUMO1 binding to a labelled peptide, TR-FRET, 1 h | inhibition, % at 20 µM | P63165 | 360,000 tested, 0.33% active; in the data active = inhibition above about 37%
Target sequence (P63165 whole entry, looked up): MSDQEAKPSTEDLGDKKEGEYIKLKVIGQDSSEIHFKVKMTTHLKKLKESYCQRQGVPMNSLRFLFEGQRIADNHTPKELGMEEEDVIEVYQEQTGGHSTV
SKN-1 block: C. elegans SKN-1 inhibition. C. elegans VP596 Pgst-4::GFP/RFP ratio, acrylamide-induced, 24 h. inhibition, % at 21.8 µM. 360,000 tested, 0.49% active. AID 624304;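 active = interference check ratio from 0.5 to 1.5 plus GFP to RFP signal ratio inhibition reaching or exceeding a fixed threshold, cut at about 30% in these data, passing the limit was not always enough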; also: some compounds called inactive have numbers as strong as hits
Numbers without * were called inactive; i = inactive; . = no result given.

The first five compounds, to show the layout:
SMILES	DNMT1 inh	NadD inh	LMPTP block	Neddyl block	Scp1 inh	CendR NRP1 mod	TbMetRS inhib	STEP block	SUMO1-SIM PPI	SKN-1 block
CNC(=O)C1CC(=O)N(Cc2ccccc2)C(=Nc2ccc(OC)cc2)S1 (stereo unspecified)	0	0	-0.5	i	-7	-11	0.1	-9	2	5
COc1ccc(CCN2C(=O)c3[nH]nc(-c4ccccc4O)c3C2c2cccc(O)c2)cc1OC (stereo unspecified)	-9	-1	0.9	i	-13	2	-0.6	-2	2	8
O=S(=O)(c1ccc(Cl)s1)N1CCNCC1	1	-5	-0.9	i	-5	2	0.4	3	0	-11
Cc1cc(C)c(C#N)c(N2CCSCC2)n1	2	-3	-0.3	i	-7	-3	-0.3	-3	-6	-5
CC(=O)c1ccc(NC(=O)c2cc(S(=O)(=O)N3CCOCC3)ccc2C)cc1	2	-3	0.7	i	1	4	-0.6	0	5	-5

This part in full, previewed entries included:
SMILES	DNMT1 inh	NadD inh	LMPTP block	Neddyl block	Scp1 inh	CendR NRP1 mod	TbMetRS inhib	STEP block	SUMO1-SIM PPI	SKN-1 block
CNC(=O)C1CC(=O)N(Cc2ccccc2)C(=Nc2ccc(OC)cc2)S1 (stereo unspecified)	0	0	-0.5	i	-7	-11	0.1	-9	2	5
COc1ccc(CCN2C(=O)c3[nH]nc(-c4ccccc4O)c3C2c2cccc(O)c2)cc1OC (stereo unspecified)	-9	-1	0.9	i	-13	2	-0.6	-2	2	8
O=S(=O)(c1ccc(Cl)s1)N1CCNCC1	1	-5	-0.9	i	-5	2	0.4	3	0	-11
Cc1cc(C)c(C#N)c(N2CCSCC2)n1	2	-3	-0.3	i	-7	-3	-0.3	-3	-6	-5
CC(=O)c1ccc(NC(=O)c2cc(S(=O)(=O)N3CCOCC3)ccc2C)cc1	2	-3	0.7	i	1	4	-0.6	0	5	-5
Cc1ccc(CNC(=O)Nc2nnc([C@H]3C[C@H](O)[C@@H](CO)O3)s2)cc1	7	-5	-3.1	i	.	-12	-0.3	-4	2	11
COCCNC(=O)/C(C#N)=C\c1ccc(CNS(=O)(=O)c2ccccc2)o1	3	-3	1.1	i	3	7	-1.4	-1	-19	-1
Cc1ccc(C)c(C(=O)CCC(=O)NCc2ccc(Cl)cc2)c1	0	2	-0.9	i	-5	-7	0.4	-3	1	-7
O=C(CCC(=O)N1CCOc2ccccc21)NCCCN1CCOCC1	4	1	-3.5	i	-4	-6	0.1	4	-1	-3
COc1ccc(C(=O)Nc2ccc(N3CCN(C(=O)c4ccccc4C)CC3)cc2)cc1	1	-1	1.2	i	6	-9	-0.2	2	6	-4
COC(=O)Cc1cc(=O)[nH]c(/N=C(\N)Nc2ccc(C)cc2)n1	0	-2	2.3	i	-2	14	-0.5	-1	-1	-1
CN(C)CCCNC(=S)N1CCN(c2nc(-c3ccccc3)cs2)CC1	-5	-11	-1.4	i	-5	-2	-0.3	3	-14	7
CCc1ccc(C(=O)COC(=O)CNC(=O)CNS(=O)(=O)c2ccccc2)cc1	-2	-2	-0.6	i	-2	-1	-0.4	0	7	-3
O=C(NNc1ccccn1)C(c1ccccc1)c1ccccc1	5	3	-0.6	i	-5	-1	-1.4	-48	-4	-1
O=C(N/N=C/c1[nH]c2ccccc2c1Cl)c1cccc(Br)c1	6	12	-1.8	.	-8	10	-0.1	0	4	20
CCO/C(=C/c1sc2ccc(OC)cc2[n+]1CCCS(=O)(=O)[O-])CC	0	2	0.1	i	-11	-18	0.4	2	0	22
CCN(CC(=O)NCc1ccc(F)cc1)C(=O)/C=C/c1ccc(S(=O)(=O)N(CC)CC)cc1	-1	-1	-0.1	i	-7	10	-0.2	-1	-16	13
O=C1CSC(c2ccc(Cl)c(Cl)c2)N1c1nccs1 (stereo unspecified)	0	-8	0.6	i	-8	-2	-0.4	1	8	-9
O=C(N/N=C/C=C/c1ccc([N+](=O)[O-])cc1)c1cccs1	97*	5	87*	i	101*	-60	0.3	96*	-4	6
Cc1occc1C(=O)Nc1ccc2ccccc2c1	-4	-4	-1.2	i	-8	8	-0.2	7	-9	33
CN(C)/C=C1\SC(=S)N(N2C(=O)C3C4C=CC(C4)C3C2=O)C1=O (stereo unspecified)	7	7	-1.6	i	1	-2	-0.4	-4	-13	3
Cc1ccc(Nc2nc(C(=O)NCCCN3CCOCC3)cs2)cc1	7	1	-1.0	i	-4	4	-1.8	1	-2	-25
COC(=O)Cn1cnc2sc3c(c2c1=O)CCCC3	1	2	-2.0	i	-1	14	-1.1	2	1	11
C=CCNCCOCCOc1ccc(C)cc1Br	11	-4	-2.6	i	-3	7	-0.3	0	-4	6
O=S(=O)(c1cccc(F)c1)N1CCc2sccc2C1c1ccc(OC(F)(F)F)cc1 (stereo unspecified)	5	6	5.8	i	-17	-5	-0.4	2	5	-2
C=CCN(CC=C)S(=O)(=O)c1ccc(NC(=S)NC(=O)/C=C/c2ccccc2)cc1	3	0	3.5	i	-5	-17	-0.5	6	63*	-4
NC(=O)C1CCN(c2ncnc3c2c(-c2ccccc2)cn3-c2ccccc2)CC1	-4	-9	0.5	i	-6	-19	-0.1	-1	9	6
CCOC(=O)/C(=N/Nc1ccccc1)c1csc(Nc2ccccc2)n1	-25	-3	5.6	i	-8	5	0.3	-4	4	16
O=C(CCN1C(=O)S/C(=C\c2ccccc2)C1=O)Nc1ccc(S(=O)(=O)Nc2nccs2)cc1	-3	29	3.3	i	-4	-41	-0.2	2	0	2
Cc1nc(C(=O)N(C)C)nn1-c1ccc(Cl)cc1Cl	3	2	-0.9	i	-15	8	-0.9	4	-10	-3
CCc1ccc(NC(=O)Cn2cccc2)cc1	2	3	-1.2	i	-1	-3	-1.1	0	-3	6
Cc1ccc(Cl)cc1N1CCN(C(=O)CCS(=O)(=O)c2ccc3c(c2)NC(=O)CO3)CC1	-7	10	-0.6	i	-5	1	-0.5	0	8	21
Cc1nnc(SCC(=O)Nc2sccc2C#N)s1	27	8	35	i	60*	-27	-0.4	3	16	12
O=C(COC(=O)Cc1ccccc1F)NCCNC(=O)COC(=O)Cc1ccccc1F	2	-1	-0.8	i	-4	1	-0.4	-2	1	14
CC(C)(C)CC(=O)Nc1cc2c3c(c1)CCC(=O)N3CCC2	0	1	-0.7	i	-3	9	-0.4	-2	0	-2
Cc1sc2ncnc(SCC(=O)N3CCCC3=O)c2c1C	2	-3	0.2	i	-1	0	0.7	0	-3	-10
CCOc1ccccc1N(CC(=O)NCC1CCCO1)C(=O)CCC(=O)Nc1cc(C)on1 (stereo unspecified)	-2	-3	-1.7	i	0	-6	-0.1	3	0	12
O=C(COc1ccc(Cl)cc1Cl)OCC(=O)c1ccc[nH]1	1	-5	4.2	i	-1	14	0.7	-1	1	-9
Cc1cc(C)c(S(=O)(=O)NCCCn2ccnc2)cc1C	1	-4	-1.3	i	-4	5	-0.1	-2	-6	0
O=C(OC1CCOC1=O)c1cncc(Br)c1 (stereo unspecified)	3	-3	-1.5	i	0	-11	-0.8	6	-2	2
CNC(=S)NNC(=O)CSCc1c(Cl)cccc1Cl	-1	1	-1.0	i	-11	-1	0.0	0	4	17
Cc1ccc(S(=O)(=O)N2CCOCC2)cc1NC(=O)COC(=O)CCC(=O)c1cccs1	-2	-5	-0.8	i	-5	8	-0.7	2	-1	-3
Cc1cc(C(=O)NNc2c(Cl)cccc2Cl)n(C(C)(C)C)n1	0	-6	-1.9	i	-3	-15	0.4	1	-2	9
CCOc1ccc(OCCC(=O)N(CC(=O)Nc2ccccc2C(F)(F)F)Cc2ccco2)cc1	23	-5	2.5	i	24	-7	-0.3	3	5	8
COc1ccccc1NC(=S)N(Cc1ccco1)Cc1cc2cc(C)cc(C)c2[nH]c1=O	-6	14	2.5	i	9	10	-0.4	0	0	-10
CC1(C)CC(=O)C2=C(C1)OC1=C(C(=O)CC(C)(C)C1)C2c1ccccc1Cl	3	-5	0.7	i	.	-5	0.1	0	-2	9
Oc1c(Cl)cc(Cl)cc1/C=C/c1ccc2cccc(O)c2n1	1	15	31	i	-3	-93	0.8	-1	29	10
COc1ccc(C(=O)NNC(=O)Cc2ccc(Cl)cc2)cc1	2	5	-2.0	i	-1	7	0.0	-3	-1	-2
CCOc1ccccc1NC(=O)c1cc(-c2cc(OC)c(OC)c(OC)c2)nc2ccccc12	-8	-3	4.8	i	-3	2	0.7	1	-7	2
Cc1ccc(NC(=O)COC(=O)Cc2csc(-c3ccc(Cl)cc3)n2)cc1C	-1	-2	1.3	i	0	4	-1.4	2	-4	-5
The listing continues:
SMILES	DNMT1 inh	NadD inh	LMPTP block	Neddyl block	Scp1 inh	CendR NRP1 mod	TbMetRS inhib	STEP block	SUMO1-SIM PPI	SKN-1 block
COc1ccc(C)cc1S(=O)(=O)Nc1cc2c3c(c1)CCC(=O)N3CCC2	-1	3	0.7	i	-1	-8	-0.1	1	-2	6
CC1CC(N(C(=O)c2ccc(Cl)cc2)c2ccccc2)c2ccccc2N1C(=O)c1ccco1 (stereo unspecified)	-6	1	4.4	i	-7	7	-1.0	1	0	20
Cc1nn(C)c(C)c1S(=O)(=O)NC1CCCc2ccccc21 (stereo unspecified)	-1	0	-0.3	i	4	9	-0.1	-2	-3	9
Cc1cc(N2CC(C)OC(C)C2)n2cc(-c3ccccc3)nc2n1 (stereo unspecified)	-1	4	-1.2	.	-1	-4	-0.7	-1	3	-2
CN(CCc1ccccn1)Cc1ccc(Cl)cc1	1	2	0.1	i	-3	4	-0.5	1	2	-3
O=C(O)c1cc(NS(=O)(=O)c2ccc(F)cc2)cc(NS(=O)(=O)c2ccc(F)cc2)c1	2	2	1.2	i	9	-7	0.5	1	6	-5
O=C(COC(=O)C1=COCCO1)NCc1ccc(Cl)cc1	-6	4	-0.2	i	-6	-10	-0.7	0	-2	7
CC(=O)N1CCC(C(=O)NC2CCCc3c2cnn3-c2cc(F)cc(F)c2)CC1 (stereo unspecified)	0	-1	-1.1	i	3	8	-0.4	-3	-4	-9
CCCn1nc(NS(=O)(=O)c2ccccc2)c2cc3cc(C)ccc3nc21	-2	3	-1.4	i	-6	16	-0.1	1	-15	13
Cc1c(O)c(=O)ccn1C	5	-2	-2.2	i	-11	-5	-0.3	-1	2	5
CC1CN/C(=C\C(=O)c2ccccc2)C(=O)N1 (stereo unspecified)	0	1	-0.6	i	-3	-19	0.3	1	-17	4
O=C1NCCCC1C(=O)N/N=C/c1ccccc1O (stereo unspecified)	-1	-2	-3.1	.	-3	1	-0.8	0	0	-5
O=C(CN1CCN(Cc2ccccc2)CC1)Nc1ccc2c(c1)CCC2	3	-1	-1.4	i	6	0	-1.5	-1	3	6
Cn1c(=O)c2c(ncn2CCNC2=NCCCCC2)n(C)c1=O	3	-3	-2.4	i	-1	-2	-0.7	-1	5	-1
